Pf gamet viab – inhibitors of late stage P. falciparum gametocyte viability; P. falciparum stage V gametocytes, ATP luminescence, 24 h; inhibition, % at 10.9 µM; hit rate 0.065% among 150,000; AID 743093;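 active = inhibition above the mean plus 3 SD of compounds within the control limits, set per campaign, cut at about 38% in these data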;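 note: 0% = DMSO wells and 100% = medium only without gametocytes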
* = called active by the depositor. Only part of the results is shown, so the mix of outcomes need not match the whole.

SMILES	Pf gamet viab
O=[N+]([O-])CC(c1ccccc1)c1c[nH]c2ccccc12 (configuration not stated)	-3
Cc1ccc(N(CC(=O)Nc2c(C)cccc2C)S(C)(=O)=O)cc1	0
Cc1ccc(OCc2nnc(SCC(=O)O)n2-c2ccccc2)cc1	-7
NC(=O)c1ccnc2c(O)cccc12	4
CN1CCN(CCC(=O)N/N=C/c2ccccn2)CC1	1
COc1cc(CN2CCCC(C(=O)c3ccc(SC)cc3)C2)cc(Cl)c1O (configuration not stated)	0
O=c1c2ccccc2ncn1Cc1ccc2c(c1)OCO2	13
CC1CCN(C(=O)c2[nH]cnc2C(=O)Nc2cccc(Cl)c2)CC1	12
O=C(Nc1ccc(S(=O)(=O)N2CCOCC2)cc1)c1ccccc1F	-14
O=C1C=C(c2ccc(-c3ccccc3)c(F)c2)C[C@@H](c2ccc(F)cc2)C1	4
O=C(CSc1nncs1)NCc1ccc2c(c1)OCO2	17
CC(C)N(C)Cc1nnnn1CC(=O)NCCc1cccc(C(F)(F)F)c1	0
CCOCCn1c(CN2CCN(c3ccccc3)CC2)nc2c1c(=O)n(C)c(=O)n2C	-9
COc1ccccc1C1/C(=C(/O)c2cnn(-c3ccccc3)c2C)C(=O)C(=O)N1CCN(C)C (configuration not stated)	6
O=Cc1cccc(OC(=O)/C=C/c2ccco2)c1	11
CN1C(=O)CSC1=Nc1ccc(Br)cc1	-3
Cc1noc(C)c1NC(=O)Nc1ccc2c(c1)C(=O)N([C@H](C)CO)C[C@H](C)[C@@H](CN(C)S(=O)(=O)c1ccc(F)cc1)O2	10
CC(C)CCNC(=O)C1CC(c2ccccc2[N+](=O)[O-])=NO1 (configuration not stated)	1
COc1ccccc1NC(=O)Nc1ccccc1C#N	-9
CCOC(=O)c1cnc2ccc(OCC)cc2c1NCCCN1CCOCC1	-57
CCOC(=O)[C@H]1[C@H]2COc3ccc(OC)cc3[C@@H]2N2C(=O)CN(Cc3ccc(Cl)cc3)C(=O)[C@@]12C	-4
CC(=O)Nc1ccc(NC(=O)c2ccccc2N(C)S(=O)(=O)c2ccccc2)cc1	1
NC(=O)CC(NC(=O)Cc1ccc(Br)cc1)c1ccc(NC2CCN(Cc3ccccc3)CC2)c([N+](=O)[O-])c1 (configuration not stated)	-17
COc1ccc(S(=O)(=O)Nc2ccccn2)cc1	16
COc1ccc(C(=O)C[n+]2cccc3cc(C)ccc32)cc1	-3
SMILES	Pf gamet viab
COC(=O)CCC(=O)OC1(C)C(=O)C2=CN(C3CC3)C(c3ccc(OC)cc3)=CC2=C(Br)C1=O (configuration not stated)	-9
Cc1cc(-c2ccc(Cl)cc2)n2nc(C)cc2n1	-8
CCN1C(=O)[C@H]2[C@@H](c3ccc(C)cc3)N3C(=O)N(c4ccc(OC)cc4)C(=O)[C@@]3(Cc3ccc(Cl)cc3)[C@H]2C1=O	-2
Cc1ccc(C(C)C)c(OCCNCCc2ccccc2)c1	0
CCCCCCCNC(=O)C1(CC2CC(c3cccc(Br)c3)=NO2)CCN(C(=O)C2(C)CC2)CC1 (configuration not stated)	22
CCCCCCc1nnc(NC(=O)c2ccco2)s1	-1
CC(=O)c1ccc(N2CCN(Cc3cc(=O)n4c(-c5ccccc5)csc4n3)CC2)cc1	-10
CC1CCN(CC(O)COC2CC(C)CC(C)(C)C2)CC1 (configuration not stated)	4
COc1cc(NC(=O)c2cc(OC)c(OC)c(OC)c2)c2ncccc2c1	-16
Cc1ccc(C)c2c1N(Cc1ccccc1)C(=O)C21OCCO1	6
COc1ccc(C(=O)Nc2ccc(N3CCN(C)CC3)cc2)cc1	8
CS(=O)(=O)NNC(=O)Cn1nnc(-c2ccc(OCc3ccccc3Cl)cc2)n1	8
COC(=O)c1ccc(CNC(=O)Cn2nnnc2CN(C)C(C)C)cc1	7
CCS(=O)(=O)N1CCC(C(=O)Oc2ccccc2)CC1	5
NC(=O)C1CC(=O)N(CCc2ccc(F)cc2)C1 (configuration not stated)	-12
COc1cc2c(C#CCCO)c(-c3ccc(C#N)cc3)oc(=O)c2cc1OC	-19
CN(Cc1ccccc1)C(=O)c1[nH]cnc1C(=O)NCC(=O)OCc1ccccc1	3
O=C(Nc1ncn[nH]1)c1cc([N+](=O)[O-])ccc1Cl	-17
Cc1ccc(-c2cc(-c3ccccc3)nc(N(C)N)n2)cc1	12
c1cn(CCCNC2CCCCCCC2)cn1	-10
Cc1ccc(C)c(NC(=S)NCCN2CCOCC2)c1	11
Cc1cc(C)cc(NC(=O)c2sc3nc(C)cc(C)c3c2N)c1	-11
O=C(CC1CCC1)Nc1cccc2c([N+](=O)[O-])cccc12	-19
COc1ccc(NC(=O)CCN2CCN(Cc3ccccc3)CC2)c(OC)c1	4
Cc1cc(NC(=O)c2ccc(Cl)cc2Cl)no1	-3

Compounds above containing a halogen (17):
SMILES	Pf gamet viab
COc1cc(CN2CCCC(C(=O)c3ccc(SC)cc3)C2)cc(Cl)c1O (configuration not stated)	0
CC1CCN(C(=O)c2[nH]cnc2C(=O)Nc2cccc(Cl)c2)CC1	12
O=C(Nc1ccc(S(=O)(=O)N2CCOCC2)cc1)c1ccccc1F	-14
O=C1C=C(c2ccc(-c3ccccc3)c(F)c2)C[C@@H](c2ccc(F)cc2)C1	4
CC(C)N(C)Cc1nnnn1CC(=O)NCCc1cccc(C(F)(F)F)c1	0
CN1C(=O)CSC1=Nc1ccc(Br)cc1	-3
Cc1noc(C)c1NC(=O)Nc1ccc2c(c1)C(=O)N([C@H](C)CO)C[C@H](C)[C@@H](CN(C)S(=O)(=O)c1ccc(F)cc1)O2	10
CCOC(=O)[C@H]1[C@H]2COc3ccc(OC)cc3[C@@H]2N2C(=O)CN(Cc3ccc(Cl)cc3)C(=O)[C@@]12C	-4
NC(=O)CC(NC(=O)Cc1ccc(Br)cc1)c1ccc(NC2CCN(Cc3ccccc3)CC2)c([N+](=O)[O-])c1 (configuration not stated)	-17
COC(=O)CCC(=O)OC1(C)C(=O)C2=CN(C3CC3)C(c3ccc(OC)cc3)=CC2=C(Br)C1=O (configuration not stated)	-9
Cc1cc(-c2ccc(Cl)cc2)n2nc(C)cc2n1	-8
CCN1C(=O)[C@H]2[C@@H](c3ccc(C)cc3)N3C(=O)N(c4ccc(OC)cc4)C(=O)[C@@]3(Cc3ccc(Cl)cc3)[C@H]2C1=O	-2
CCCCCCCNC(=O)C1(CC2CC(c3cccc(Br)c3)=NO2)CCN(C(=O)C2(C)CC2)CC1 (configuration not stated)	22
CS(=O)(=O)NNC(=O)Cn1nnc(-c2ccc(OCc3ccccc3Cl)cc2)n1	8
NC(=O)C1CC(=O)N(CCc2ccc(F)cc2)C1 (configuration not stated)	-12
O=C(Nc1ncn[nH]1)c1cc([N+](=O)[O-])ccc1Cl	-17
Cc1cc(NC(=O)c2ccc(Cl)cc2Cl)no1	-3

(listing goes on)
SMILES	Pf gamet viab
CCCc1cc(Nc2ccccc2)n2ncnc2n1	-4
CN1CCN(c2ccc(NC(=O)c3cc4ccccc4o3)cc2)CC1	20
O=C(NCCCc1ccccc1)C1CC1	1
O=C(O)CSc1nc2ccc(C(=O)c3ccccc3)cc2[nH]1	8
COc1ccc(CNc2nc3ccc(C)cc3s2)c(OC)c1OC	3
COc1ccccc1/C=C/c1nc2ccc(OC(C)=O)cc2c(=O)o1	-17
CN(C)CCc1cc2c(c3c1ccc1ccccc13)OCO2	-7
O=C(CSc1nncn1-c1ccccc1)Nc1ccccc1	14
COc1ccc(C(=O)NC2CCN(CC(=O)Nc3cccc(OC)c3)CC2)cc1	14
COc1cc(-c2noc(C)c2C#Cc2ccc(N)cc2)cc(OC)c1OC	-8
C/C(=C/c1ccccc1)C(=O)N1CCC(C)CC1	2
COc1ccc(O)c(CN2CCCC(N3CCN(c4ccccc4OC)CC3)C2)c1 (configuration not stated)	-9
Cc1cc(C)cc(N(CC(=O)NC(C)(C)C)C(=O)CCC(=O)Nc2ccccn2)c1	-7
COCCN1C(=O)c2oc3cc(C)c(C)cc3c(=O)c2C1c1cccc(O)c1 (configuration not stated)	9
CC(C)c1ccc(/C=c2\sc3n(c2=O)C(N)=C(C#N)C(c2ccc(C(C)C)cc2)C=3C(N)=O)cc1 (configuration not stated)	-14
CCC(=O)c1ccccc1OCCCN1CCC(Cc2ccccc2)CC1	19
O=C(Nc1ccccc1)C1CCOC1=O (configuration not stated)	9
O=C(COc1ccc(F)cc1)NCCN1CCCC1	5
c1ccc(Cc2ccc(OCCn3ccnc3)cc2)cc1	14
O=C(Nc1ccc(CN2CCOCC2)cc1)c1ccc(Cl)cc1	-3
C/C(=N\NC(=O)Cc1ccc(Cl)cc1)c1ccccc1O	-28
CC(NC(=O)Cc1ccc(Br)cc1)c1ccccc1 (configuration not stated)	7
Cc1ccccc1C1NC(=O)c2ccccc2O1 (configuration not stated)	11
Cc1nnc(SCC(=O)Nc2ccc([N+](=O)[O-])cc2)n1C	6
O=[N+]([O-])c1cccc(S(=O)(=O)NC2CC3CCC2C3)c1 (configuration not stated)	0
SMILES	Pf gamet viab
CCOc1cc(CN2CCN(c3ncccn3)CC2)ccc1OC	-21
C=CCOc1c(Br)cc(CNCCCN2CCOCC2)cc1OC	-5
COc1ccc(C(=O)Nc2ccc3[nH]ccc3c2)cc1	-9
COc1ccc(NC(=O)N(C)C[C@H]2Oc3c(NC(=O)c4nc5ccccc5s4)cccc3C(=O)N([C@@H](C)CO)C[C@H]2C)cc1	-61
O=C(CNC(=O)c1ccc(Cl)cc1)c1ccccc1	-33
C=CCOc1ccc(/C(O)=C2/C(=O)C(=O)N(CCCN3CCOCC3)C2c2ccccc2)cc1 (configuration not stated)	-29
Cc1cccc(C(=O)Nc2cccc3cccnc23)c1	10
COC(=O)c1cn(CCC#N)nc1-c1ccc2ccccc2c1	2
Cn1c(/C=C/c2ccc(Cl)cc2)nc2ccccc2c1=O	7
CCC1=NN(C(=O)c2cccc([N+](=O)[O-])c2)C(O)(c2ccc(C)cc2)C1 (configuration not stated)	13
O=C(Nc1ccccc1F)C1CCCC1	2
NC(=O)c1cc([N+](=O)[O-])ccc1NCc1cnccn1	-11
Cc1ccc2[nH]c(C(=O)N3CCC(C(N)=O)CC3)cc2c1	4
O=C(C[n+]1ccncc1)c1ccccc1	-4
CC(=O)Nc1ccc(NCc2ccc(-c3ccccc3)cc2)cc1	0
COc1ccc(C(=O)COC(=O)CCCn2c(=O)oc3ccccc32)cc1	-1
CSc1ccc(-c2sc(Nc3cccc4ccccc34)n[n+]2-c2ccccc2)cc1	-23
O=c1[nH]cnc(O)c1C(c1ccc([N+](=O)[O-])cc1)c1c(O)nc[nH]c1=O	-7
O=Cc1c(NCCN2CCCC2)c2ccccc2[nH]c1=O	5
CN(C)c1nc(NCc2ccccc2)nc(SCC(N)=O)n1	19
C=CCNc1nc(-c2c(C)nc3ncccn23)cs1	-11
COc1ccc(CN2CCC(=O)N([C@H](CO)Cc3ccccc3)CC2)cc1OC	1
COc1ccc(CNC(=O)c2ccc(N3CCC4(CC3)CC(c3ccc(Cl)cc3)=NO4)c(NC(=O)Cc3ccc(F)cc3)c2)cc1	10
COCCNC(=O)C1(S(=O)(=O)c2ccccc2)CC=CC1	-7
C[C@H](CO)N1C[C@H](C)[C@@H](CN(C)S(=O)(=O)c2ccccc2)Oc2ccc(NS(=O)(=O)c3ccc(F)cc3)cc2C1=O	-24
SMILES	Pf gamet viab
COc1ccc(COC(=O)C2=C(C)NC(=O)NC2c2ccc(F)cc2)cc1 (configuration not stated)	10
O=C(O)/C(=C\c1ccc2ccccc2c1)c1cccc2ccccc12	15
C[C@H]1CCC(=O)N([C@H](CSc2ccc(Br)cc2)Cc2ccccc2)CC1	-4
Cc1ccc(C(=O)N2CCN(C)CC2)cc1[N+](=O)[O-]	-13
CC1CCN(C(=O)Cn2nnc(-c3ccc([N+](=O)[O-])cc3)n2)CC1	10
C[C@H](C(=O)CC(=O)OC(C)(C)C)[C@H](O)c1ccccc1	18
c1ccc(-c2cncnc2)nc1	4
CCC(C)(C)C1CCc2[nH]nc(C(=O)NCc3ccc(Cl)cc3)c2C1 (configuration not stated)	-11
CC(O)CNc1nc2c(c(=O)n(Cc3ccc(Br)cc3)c(=O)n2C)n1C (configuration not stated)	5
C[C@H](CO)N1C[C@H](C)[C@@H](CN(C)C(=O)Nc2ccccc2)Oc2ccc(NC(=O)C3CC3)cc2C1=O	-32
N#Cc1ccc(CSc2nc(N)cc(=O)[nH]2)cc1	25
COc1ccc(C(=O)NCCc2c[nH]c3ccccc23)cc1[N+](=O)[O-]	0
COC(=O)c1ccc(NC(=O)c2cccc(NC(=O)c3ccccc3)c2)cc1	4
CC(=O)NC(c1cccc([N+](=O)[O-])c1)c1ccc2cccnc2c1O (configuration not stated)	-15
O=C(Nc1ccc(C2CC2(Cl)Cl)cc1)c1cccc([N+](=O)[O-])c1 (configuration not stated)	-2
OCC[C@H]1C[C@H](O)[C@@H](O)[C@]2(Cc3ccccc3CCO2)O1	17
CCC(C)[C@H]1CNCCN1CCc1cccc(F)c1 (some centres not stated)	-12
O=C(O)CN1C(=O)N/C(=C\c2cccn2-c2ccc(P(=O)(O)O)cc2)C1=O	9
COC(=O)c1ccccc1NC(=O)c1cc[n+](C)cc1	-34
COC(=O)C(CC(=O)c1ccc(Br)cc1)n1cccn1 (configuration not stated)	1
COCCNC(=S)N1CCN(Cc2ccc3c(c2)OCO3)CC1	13
O=C(NCc1ccccc1)C1=C[C@H](c2ccc(C(F)(F)F)cc2)C[C@H](OCCCCO)O1	-4
CCN(CC)CC(=O)N1CCCC(N2CCN(c3cccc(C(F)(F)F)c3)CC2)C1 (configuration not stated)	-16
O=C(Nc1ccc(Cl)cc1Cl)c1cccc(N2C(=O)C=CC2=O)c1	4
CCOc1ccc2c(c1)C(=NNC(=O)c1ccccn1)c1cc(OCC)ccc1-2	8
SMILES	Pf gamet viab
O=[N+]([O-])c1ccc(N(CCO)Cc2ccccc2)c([N+](=O)[O-])c1	2
COc1ccc(N2Cc3ccccc3C2=O)cc1	7
CCN1/C(=C2/SC(=S)N(NC(C)=O)C2=O)Sc2ccccc21	-19
COc1cc(OC)c2c(c1)O/C(=C\c1ccccc1)C2=O	8
COC(=O)[C@H]1C[C@@H]1[C@H](N)c1ccccc1	-10
CSc1ccc(C2=CC(=O)C[C@H](c3ccc(Cl)cc3)C2)cc1	-42

Assay outcomes: PubChem BioAssay, The Scripps Research Institute Molecular Screening Center
